MrgX1 agonist – agonists of human MrgX1 receptor; Q96LB2; MrgX1-HEK293 cells, Fluo-4 calcium fluorescence, agonist mode; hits give high values; B-score at 10 µM; hit rate 0.44% among 310,000;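 active = calcium response B-score plate-corrected fluorescence ratio at least 3 library SD, with starting fluorescence B-score inside 5 SD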
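Material – MrgX1-expressing HEK293 cells · Input – 15,000 cells seeded per well · Dosing – compound as first of three additions · Times – overnight seeding, then 1 h dark dye loading · Measured by – kinetic Fluo-4 NW fluorescence of intracellular calcium · Read-out – B-scored fluorescence response ratio · Benchmarks – positive and negative control wells on each plate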
MrgX1 antagonist – human MrgX1 receptor antagonism, primary screen; Q96LB2; MRGX1-HEK293 calcium flux, Fluo-4, BAM8-22 antagonism; hits give low values; B-score at 10 µM; hit rate 1.3% among 310,000; AID 588676;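 active = calcium-response B-score plate-corrected more than 3 library SD below zero, starting fluorescence within 5 deviations, no agonist response on first addition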;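 also: peak minus trough fluorescence over baseline after final BAM8-22 challenge near maximal dose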
TRPC4 potent – allosteric potentiators of mouse TRPC4 channel; HEK293 TRPC4beta/mu-opioid, DAMGO EC20, Fluo-4 Ca2+ flux; hits give high values; Q9QUQ5; B-score at 10 µM; hit rate 0.42% among 310,000;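 active = B-score of calcium response area above 5 SD of library B-scores, with initial fluorescence ratio within 5 SD of library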;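 also: B-score of integrated fluorescence ratio over time as area under calcium response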
TRPC6 activator – activators of mouse TRPC6 channel; Q61143; hit rate 0.13% among 310,000; B-score at 10 µM; AID 2550; HEK293-TRPC6 membrane potential dye fluorescence; hits give high values;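 active = B-score of the integrated fluorescence ratio above library mean plus 3 SD, and starting fluorescence ratio within library mean plus 5 SD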;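 also: higher score means more depolarization so channel activation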
TRPC4 act – TRPC4 (mouse) channel activation; AID 2237; B-score at 10 µM; HEK293 TRPC4beta/mu-opioid, Fluo4 calcium fluorescence; hits give high values; hit rate 0.49% among 310,000;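 active = B-score above 5 SD of library B-scores, and initial fluorescence ratio not above library mean plus 5 SD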;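 also: positive B-score marks a calcium rise read as TRPC4 activation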
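Assay system: HEK293 stable line with TRPC4beta plus mu-opioid receptor. Times: dye 45 min RT, read 110 s. Measured by: kinetic Fluo4 calcium fluorescence. Measure: B score of integrated ratio. Controls: assay buffer as low control, maximal DAMGO as high control.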
ANO1 block – inhibitors of mouse TMEM16A calcium-activated chloride channel; Q8BHY3; HEK293 TMEM16A/YFP iodide influx fluorescence, ionomycin; normalized B-score (activity score, 25-100; higher = stronger inhibition) at 10 µM; hit rate 1.2% among 310,000; AID 588511;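 active = ratio plate-corrected score three or more library SD toward inhibition, starting fluorescence score within five deviations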;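 also: score derived from kinetic fluorescence span divided by baseline fluorescence per well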
Target sequence (Q8BHY3 whole entry, looked up): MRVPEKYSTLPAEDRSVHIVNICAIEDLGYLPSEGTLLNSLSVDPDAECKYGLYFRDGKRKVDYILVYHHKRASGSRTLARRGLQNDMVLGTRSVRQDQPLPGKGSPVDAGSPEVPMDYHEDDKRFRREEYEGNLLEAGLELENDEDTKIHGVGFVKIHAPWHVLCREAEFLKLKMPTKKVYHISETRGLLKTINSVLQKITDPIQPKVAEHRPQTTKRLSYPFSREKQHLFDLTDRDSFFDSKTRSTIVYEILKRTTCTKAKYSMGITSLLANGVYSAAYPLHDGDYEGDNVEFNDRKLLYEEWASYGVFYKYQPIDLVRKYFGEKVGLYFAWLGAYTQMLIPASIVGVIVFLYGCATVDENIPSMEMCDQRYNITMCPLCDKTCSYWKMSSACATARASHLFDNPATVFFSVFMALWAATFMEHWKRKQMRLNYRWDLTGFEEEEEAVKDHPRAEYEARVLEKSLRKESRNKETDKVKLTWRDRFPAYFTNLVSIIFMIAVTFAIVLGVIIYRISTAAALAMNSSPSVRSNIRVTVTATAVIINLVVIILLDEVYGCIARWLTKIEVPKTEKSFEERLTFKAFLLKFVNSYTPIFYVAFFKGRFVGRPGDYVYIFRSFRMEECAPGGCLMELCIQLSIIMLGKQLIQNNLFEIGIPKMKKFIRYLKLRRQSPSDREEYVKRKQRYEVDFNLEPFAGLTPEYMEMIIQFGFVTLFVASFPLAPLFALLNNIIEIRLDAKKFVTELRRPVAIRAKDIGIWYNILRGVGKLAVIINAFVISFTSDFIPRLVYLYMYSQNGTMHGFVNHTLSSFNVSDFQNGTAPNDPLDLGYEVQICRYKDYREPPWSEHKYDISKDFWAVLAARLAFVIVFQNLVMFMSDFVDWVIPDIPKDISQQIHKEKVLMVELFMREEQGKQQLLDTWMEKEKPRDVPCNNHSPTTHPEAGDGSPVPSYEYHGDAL
SKKanGAS inh – SKKanGAS growth inhibition; inhibition, % at 7.5 µM; hit rate 1.3% among 300,000; S. pyogenes SKKanGAS, kanamycin growth, BacTiter-Glo, 6 h; AID 1662;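 active = mean replicate score, as percent of positive control median, at least 50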;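 also: strain carries kanamycin resistance gene driven by streptokinase promoter and grows in 40 µg/ml kanamycin; loss of luminescence reflects streptokinase promoter inhibition or plain growth inhibition; 0% = median of DMSO wells and 100% = positive control at its reference dose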
TRPC4 inh – blocks the mouse TRPC4 cation channel; Q9QUQ5; HEK293 TRPC4beta/mu-opioid, DAMGO-evoked Fluo4 calcium flux; hits give low values; B-score at 10 µM; hit rate 0.39% among 300,000; AID 2247;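 active = B-score over 3 SD under the library average, no early fluorescence shift, positive overall ratio signal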
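Material: HEK293 cells with stable TRPC4beta plus mu-opioid receptor expression / Probe or stimulus: DAMGO in two steps, submaximal then maximal / Compound: single concentration per test compound / Technique: kinetic Fluo4 fluorescence imaging of calcium influx / Read-out: per-well B score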
TRPC6 inhibitor – mouse TRPC6 channel inhibition. Q61143. HEK293-TRPC6, membrane potential dye, ACh-evoked depolarization; hits give low values. B-score at 10 µM. hit rate 1.1% among 310,000;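 active = B-score under library mean minus 3 SD, initial fluorescence not abnormally high, positive integrated signal ratio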;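 also: B-score derived from integrated fluorescence ratio over the kinetic read; more negative B-score means stronger inhibition of depolarization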
MrgX1 allo act – allosterically activates human MrgX1 receptor signaling; MrgX1-HEK293, Fluo-4 calcium flux, FDSS; hits give high values; B-score at 10 µM; hit rate 0.63% among 310,000;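 active = plate-corrected calcium response at least 3 library SD above typical, normal starting fluorescence, not activating the receptor alone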;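 also: compound read alongside a low EC10 to EC30 dose of BAM8-22 agonist; peak minus trough fluorescence over baseline measured at the second addition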
ANO1 activ – activates or potentiates the mouse TMEM16A chloride channel | Q8BHY3 | HEK293 TMEM16A/YFP-H148Q/I152L, iodide quench fluorescence; hits give low values | B-score at 10 µM | hit rate 0.3% among 340,000 | AID 623877;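 active = fluorescence-ratio B-score plate-corrected deviation score at least 3 library SD below zero, with starting fluorescence score within 5 deviations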;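 also: channel opened by trigger with iodide after compound preincubation; score built on the fluorescence ratio of max minus min over baseline; more negative score means more quench and so TMEM16A activation or potentiation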
* hit, by the source's call; i = inactive; . = no result given.

SMILES | MrgX1 agonist | MrgX1 antagonist | TRPC4 potent | TRPC6 activator | TRPC4 act | ANO1 block | SKKanGAS inh | TRPC4 inh | TRPC6 inhibitor | MrgX1 allo act | ANO1 activ
O=[N+]([O-])c1ccc2c(c1)C(O)n1ncnc1S2 (configuration not stated) | i | i | i | i | i | i | 0.5 | i | i | i | i
CC(C)n1c(Oc2ccc(F)cc2)nc2c1c(=O)n(C)c(=O)n2C | i | i | i | i | i | i | 23.4 | i | i | i | i
COC(=O)c1ccc(/C=C/c2c(-c3ccc(OC)cc3)oc3ccccc23)cc1 | i | i | i | i | i | i | 9.5 | i | i | i | i
CC(NC(=O)C1CCN(S(=O)(=O)c2cnc[nH]2)CC1)c1ccccc1 (configuration not stated) | i | i | i | i | i | i | 2.4 | i | i | i | i
Nc1ccc(C(=O)Nc2ccccc2C(=O)O)cc1 | i | i | i | i | i | i | 6.6 | i | i | i | i
COc1cc(-c2nc(-c3ccncc3)no2)cc(OC)c1OC | i | i | i | i | i | i | -9.1 | i | i | i | i
CC(NC(=O)COC(=O)c1ccco1)c1ccccc1 (configuration not stated) | i | i | i | i | i | i | 7.3 | i | i | i | i
CC(=O)Nc1sc(NC(=O)c2ccccc2)nc1-c1cccs1 | i | i | i | i | i | i | -0.5 | i | i | i | i
Cc1cccc(NC(=O)NNC(=O)c2c(Cl)c(C)nn2C)c1 | i | i | i | i | i | i | 2.6 | i | i | i | i
COc1ccc(Cc2nnc(NC(=O)CS(=O)(=O)c3ccc(C)cc3)s2)cc1OC | i | i | i | i | i | i | 9.2 | i | i | i | i
CCN(CC)c1ccc(/C=N/N2C(=O)c3ccccc3C2=O)c(O)c1 | i | i | i | i | i | i | -4.6 | i | i | i | i
O=C(CCN1C(=O)/C(=C\C=C\c2ccccc2)SC1=S)Nc1ccc(C(=O)O)cc1 | i | i | i | i | i | i | 21.8 | i | i | i | i
O=C(Nc1cccc(NC(=O)c2cccc(Cl)c2)c1)c1cccnc1 | i | i | i | i | i | i | 0.9 | i | i | i | i
CCOC(=O)C(=CNc1cccnc1Oc1ccc(C)c2c1CCC2)C(=O)OCC | i | i | i | i | i | i | -3.2 | i | i | i | i
CCN(CC)S(=O)(=O)c1cccc(C(=O)NNC(=O)C2=NN(c3ccccc3)C(=O)CC2)c1 | i | i | i | i | i | i | 4.8 | i | i | i | i
CC(=O)c1ccc2c(c1)C1C=CCC1C(c1cc3c(cc1Br)OCO3)N2 (configuration not stated) | i | i | i | i | i | i | 15.0 | i | i | i | i
CCN(CC)S(=O)(=O)c1ccc(-c2nnc(SCC(=O)N3c4ccccc4CC3C)n2CC)cc1 (configuration not stated) | i | i | i | i | i | i | 10.1 | i | i | i | i
Cc1ccccc1-c1cc(C(=O)Nc2sc(C)c(C)c2C(N)=O)c2ccccc2n1 | i | i | i | i | i | i | 47.0 | i | i | i | i
CN(CC(=O)Nc1ccccc1Cl)C(=O)COC(=O)c1ccc(=O)n(Cc2ccccc2)n1 | i | i | i | i | i | i | 21.4 | i | i | i | i
O=C(CN1CCCN(S(=O)(=O)c2ccc(Br)s2)CC1)Nc1ccc(Cl)cc1 | i | i | i | i | i | i | 5.2 | i | i | i | i
CS(=O)(=O)N(CC(=O)NCCSCc1ccccc1)c1ccccc1Cl | i | i | i | i | i | i | -8.6 | i | i | i | i
Cn1nc(C(=O)N2CCc3ccccc3C2)c2ccccc2c1=O | i | i | i | i | i | i | -9.4 | i | i | i | i
NC(=O)CC(NC(=O)Cc1ccc(Cl)cc1)c1ccc(NCCN2CCOCC2)c([N+](=O)[O-])c1 (configuration not stated) | i | i | i | i | i | i | -0.3 | i | i | i | i
Cc1nc2nc(C)c(NS(=O)(=O)c3ccc(Cl)cc3)c(=O)n2[nH]1 | i | i | i | i | i | i | -2.0 | i | i | i | i
COc1ccc(NC(=O)Cc2nnc(N)s2)cc1 | i | i | i | i | i | i | -2.6 | i | i | i | i
CCc1nnc(NC(=O)CC23CC4CC(CC(Br)(C4)C2)C3)s1 | i | i | i | i | i | i | 0.9 | i | i | i | i
CCc1ccccc1NNC(=O)CCc1ccccc1 | i | i | i | i | i | i | -1.6 | i | i | i | i
CCOC(=O)Cc1c(C)c2c(C)[nH]nc2oc1=O | i | i | i | i | i | i | -8.0 | i | i | i | i
CC(=O)C1=NN(c2ccccc2)C(c2cccs2)N1c1ccc(N(C)C)cc1 (configuration not stated) | i | i | i | i | i | i | -0.7 | i | i | i | i
CN1CCc2c(sc3c2C(=O)NC(/C=C\c2ccccc2)N3)C1 (configuration not stated) | i | i | i | i | i | i | 42.5 | i | -5.71* | i | i
COc1ccc(C(C(=O)NC2CCCC2)N(CCN(C)C)C(=O)c2snc(C(N)=O)c2N)cc1 (configuration not stated) | i | i | i | i | i | i | -0.1 | i | i | i | i
Cn1c(=O)c2c(nc(SCC(=O)NCC3CCCO3)n2Cc2ccc(F)cc2)n(C)c1=O (configuration not stated) | i | i | i | i | i | i | 10.0 | i | i | i | i
O=C(CSCc1ccc(Cl)cc1)N1CCOCC1 | i | i | i | i | i | i | -0.2 | i | i | i | i
Cc1cccc(COc2ccc(/C(O)=C3\C(=O)C(=O)N(CCN(C)C)C3c3ccncc3)cc2)c1 (configuration not stated) | i | i | i | i | i | i | 1.1 | i | i | i | i
N#Cc1cccc(Nc2c3c(nc4ccccc24)CCCC3)c1 | i | i | i | i | i | i | 1.7 | i | i | i | i
O=C(O)CCn1nnc2ccccc21 | i | i | i | i | i | i | -16.1 | i | i | i | i
CCOc1ccccc1NC(=S)N1CCC(c2nc3ccccc3o2)CC1 | i | i | i | i | i | i | -3.0 | i | i | i | i
CC(=O)Oc1ccc2oc(/C=C/N(C)C)c([N+](=O)[O-])c2c1 | i | i | i | i | i | i | -4.8 | i | i | i | i
COCCn1c(C)nnc1SCC(=O)NNC(=O)c1ccc(Cl)cc1 | i | i | i | i | i | i | -2.1 | i | i | i | i
CC(=O)N/C(=C\c1ccccc1)C(=O)Nc1ccccc1C | i | i | i | i | i | i | 2.9 | i | i | i | i
N#Cc1cc([N+](=O)[O-])ccc1NCC1CCCO1 (configuration not stated) | i | i | i | i | i | i | 7.1 | i | i | i | i
COc1ccc(N(CC(=O)N2CCc3ccccc32)S(=O)(=O)c2c(C)noc2C)cc1 | i | i | i | i | i | i | -0.6 | i | i | i | i
Cc1noc(C)c1COc1cccc(C(=O)Nc2ccc(C#N)cc2)c1 | i | i | i | i | i | i | -4.6 | i | i | i | i
COC(=O)CNC(=O)C1(C)C=CCN1C(=O)c1ccccc1 (configuration not stated) | i | i | i | i | i | i | 0.3 | i | i | i | i
COc1cc(/C=N/NC(=O)c2cncc(Br)c2)cc([N+](=O)[O-])c1O | i | i | i | i | i | i | 107.7* | i | i | i | i
CCOc1ccc2nc(NC(=O)C3CCN(c4cnccn4)CC3)sc2c1 | i | i | i | i | i | i | 11.7 | i | i | i | i
CC1(C)Cc2c(cnn2-c2cccc(F)c2)C(NC(=O)c2ccc[n+]([O-])c2)C1 (configuration not stated) | i | i | i | i | i | i | 1.3 | i | i | i | i
Cc1ccc2nc(-c3cccnc3)cc(C(=O)N3CCN(c4ccc([N+](=O)[O-])cc4)CC3)c2c1 | i | i | i | i | i | i | 6.8 | i | i | i | i
CCOC(=O)c1ccc(N2C(=O)c3n[nH]c(C)c3C2c2ccc(OC)c(OC)c2)cc1 (configuration not stated) | i | i | i | i | i | i | -13.7 | i | i | i | i
O=C(Nc1c(C(=O)NCc2ccco2)cnn1-c1ccccc1)c1ccc(F)cc1 | i | i | i | i | i | i | 3.1 | i | i | i | i
O=C(Nc1nnc(-c2ccccc2)o1)c1cc(-c2cccs2)nc2ccccc12 | 26.9* | i | i | i | i | i | 92.3* | i | i | i | i
CCOCCCNC(=O)Cc1cc(=O)[nH]c(=O)[nH]1 | i | i | i | i | i | i | -1.2 | i | i | i | i
Cn1ccnc1SCc1nc2c(cnn2-c2ccccc2)c(=O)[nH]1 | i | i | i | i | i | i | -4.2 | i | i | i | i
CC(=O)Nc1c(I)c(C(=O)N[C@H]2C(O)O[C@H](CO)[C@@H](O)[C@@H]2O)c(I)c(N(C)C(C)=O)c1I (some centres not stated) | i | i | . | . | . | i | . | . | . | i | i
Cc1ccc(N2C(=O)[C@@H]3[C@H](C2=O)[C@H]2C=C(C(=O)c4ccccc4)C=CN2[C@@H]3C(=O)c2ccc(Cl)cc2)cc1 | i | i | i | i | i | i | 5.7 | i | i | i | i
O=C(Nc1nccs1)c1ccc2c(c1)OCO2 | i | i | i | i | i | i | 11.5 | i | i | i | i
CC(C)C(=O)Nc1cccc(NC(=O)c2cc3ccccc3o2)c1 | i | i | i | i | i | i | -11.4 | i | i | i | i
O=C1CCCC(=O)C1=C1SCCCS1 | i | i | i | i | i | i | -0.5 | i | i | i | i
CCCC[C@H](CN[C@@H](CNC)[C@H](C)CC)NCCC12CCC(CC1)C2 | i | i | i | i | i | i | 0.3 | i | i | i | i
O=C(Nc1c(Cl)cccc1Cl)c1ccc(-c2ccccc2)cc1 | i | i | i | i | i | i | -3.8 | i | i | i | i
Continuation.
SMILES | MrgX1 agonist | MrgX1 antagonist | TRPC4 potent | TRPC6 activator | TRPC4 act | ANO1 block | SKKanGAS inh | TRPC4 inh | TRPC6 inhibitor | MrgX1 allo act | ANO1 activ
COc1ccc(C(=O)NCCCNC(=O)c2ccc(C)nc2)cc1 | i | i | i | i | i | i | -0.4 | i | i | i | i
O=C(Nc1ccc2nc(-c3cccs3)[nH]c2c1)c1ccco1 | i | i | i | i | i | i | 5.5 | i | i | i | i
CS(=O)(=O)N1CCC(C(=O)N2CCN(C(c3ccccc3)c3ccccc3)CC2)CC1 | i | i | i | i | i | i | -1.4 | i | i | i | i
CCN(CC)CCNC(=O)c1ccc2c(c1)NC(=O)c1ccccc1S2 | i | i | i | i | i | i | 4.6 | i | i | i | .

Compound activity (PubChem)
